Screens: PubChem BioAssay, NCI
Growth percent in the NCI-60 one-dose screen (48 h, 10 µM unless noted): 100 = growth as untreated, 0 = no growth, -100 = all killed.
SK-OV-3 – SK-OV-3 ovarian cancer cells. actives 3.2% (n = 80,000)
OVCAR-4 – OVCAR-4 ovarian cancer cells | AID 1794784 | actives 3.7% (n = 80,000)
NCI/ADR-RES – NCI/ADR-RES ovarian cells; actives 4.4% (n = 81,000); AID 1794790
OVCAR-5 – OVCAR-5 ovarian cancer. actives 2.9% (n = 82,000)
OVCAR-8 – OVCAR-8 ovarian cancer | actives 4.4% (n = 81,000)
OVCAR-3 – OVCAR-3 ovarian cancer | actives 7% (n = 79,000)
NCI-H522 – NCI-H522 lung cancer | actives 8% (n = 78,000)
NCI-H23 – NCI-H23 lung cancer; actives 4% (n = 80,000)
IGROV1 – IGROV1 ovarian cancer; AID 1794786; actives 4.7% (n = 79,000)
Starred values were filed as active, the others as inactive; x = not tested or not shown; & = joins results of further samples. How the source made its calls: active means growth percent below 10; inactive means the rest.

SMILES	SK-OV-3	OVCAR-4	NCI/ADR-RES	OVCAR-5	OVCAR-8	OVCAR-3	NCI-H522	NCI-H23	IGROV1
N/C(=N\c1nc2c(Cl)cc(Cl)cc2s1)C(Cl)(Cl)Cl	84	68	68	70	68	-9.7*	82	x	58
C=C1CC[C@@H](C(=O)OC)Cc2nc(C)ccc21	109	103	99	98	102	119	86	97	107
N#Cc1c(-c2ccc(Cl)cc2)nc(NS(=O)(=O)c2ccccc2)nc1N1CCCCC1	87	94	106	115	106	96	90	97	111
CC1=CC[C@H]2C(C)=CC[C@@H](C(C)C)[C@@H]2C1	111	121	113	91	100	112	118	116	135
O=C1CCC(C(=O)N/N=C/c2ccc([N+](=O)[O-])cc2)N1 (centres undefined)	105	104	103	105	101	105	96	99	100
O=[N+]([O-])c1cc2c(ccc3occc32)o1	15	67	29	73	30	39	26	40	27
N#Cc1c(O)c2c(c(O)c1C#N)C(=O)c1ccccc1C2=O	109	11	0.8*	108	2.3*	-9.9*	-5.6*	x	24
CSc1ccc2c(c1)N(C(=O)/C(C#N)=C/C=C/c1ccccc1)c1ccccc1S2	99	74	69	94	82	67	73	72	81
CCCCc1oc2ccc([N+](=O)[O-])cc2c1C(=O)c1ccc(C#Cc2ccc(C)cc2)cc1	83	82	96	91	96	100	71	79	85
Cn1c(=O)nc(N)n(NC(=O)CCl)c1=O	108	115	104	113	102	124	104	99	x
COc1cc(CNC(=O)/C=C/C=C/c2ccc3c(c2)OCO3)ccc1OCc1cn(-c2ccc([N+](=O)[O-])cc2)nn1	98	102	100	92	98	108	78	92	93
N#C/C(=C\c1cccc(Cl)c1Cl)C(=O)Nc1sc2c(c1C#N)CCCC2	101	97	100	103	98	x	86	100	98
Cn1cc(C(=O)c2nc(-c3c[nH]c4ccc(Br)cc34)no2)c2ccccc21	85	94	95	103	97	97	93	87	61
COc1cc2nnc3c4cccnc4c(C#N)n3c2cc1OC	107	107	112	93	101	129	x	108	113
COc1ccc(C2=CSc3ccccc3N2)cc1	96	94	108	89	97	108	x	104	87
CN1C(=O)OC(C)(C)C1=O	123&103	123&112	114&111	108&101	104&107	107	100&107	109&115	102&108
COc1ccc(/C=C/C(=O)/C=C(/C=C/c2ccc(OC)c(OC)c2)OB(F)F)cc1OC	82	45	30	65	5.1*	-8.6*	-32*	52	50
CCN(CC)c1cc(/C=C/c2ccc(OC)c(OC)c2)nc2cc(Cl)c(Cl)cc12	107	104	115	75	107	x	104	107	100
CCN1CCN(C2=C(N3CCN(CC)CC3)c3c(sc4c(F)cccc34)C(c3cccc([N+](=O)[O-])c3)N2)CC1 (centres undefined)	98	104	98	104	104	102	101	96	84
O=c1c2ccccc2ncn1CCOc1ccc(-c2ccccc2)cc1	103	97	105	105	101	109	106	109	95
COc1cc(C2=N/C(=C\c3cc4ccc(OCc5ccccc5)cc4nc3OC)C(=O)N2)cc(OC)c1OC	93	105	105	83	91	74	89	100	102
COc1ccc(-c2nn(-c3ccccc3)cc2C2CC(c3ccc(Cl)c(Cl)c3)=NN2c2ccc(S(N)(=O)=O)cc2)cc1 (centres undefined)	96	77	74	109	75	86	73	89	82
CCNc1cc2nc(-c3ccccc3)nn(-c3ccccc3)c-2cc1=O	100	103	102	108	94	107	98	98	108
CN1CCN(c2ccnc(SCC(=O)c3ccc(Cl)cc3)n2)CC1	99	84	95	86	89	94	74	96	86
O=C1OC(=O)C2C1OC1C(=O)OC(=O)C12 (centres undefined)	95	108	106	102	101	117	81	98	103
O=C(N=Nc1c(Cl)c(O)c2ccccc2c1O)C(=O)Nc1cccc(C(F)(F)F)c1	90	67	71	118	84	25	8.6*	72	39
Cc1cccc(Cc2ccccc2C(=N)c2c(C)cccc2C)c1C	101	94	97	101	103	104	106	94	94
O=C(O)/C=C/c1ccccc1C(=O)O	112	119	103	100	98	94	110	96	107
CCCCCCCCCCN=C(N)N=C(N)N	52	45	80	64	43	42	53	29	12
CN(C)CC(O)(C(=O)O)C(=O)O	94	104	106	104	98	108	94	102	115

Whole records, looked up by structure. Order of values: SK-OV-3	OVCAR-4	NCI/ADR-RES	OVCAR-5	OVCAR-8	OVCAR-3	NCI-H522	NCI-H23	IGROV1
Results for CN1CCN(c2ccnc(SCC(=O)c3ccc(Cl)cc3)n2)CC1 : 99	84	95	86	89	94	74	96	86
Results for O=C(N=Nc1c(Cl)c(O)c2ccccc2c1O)C(=O)Nc1cccc(C(F)(F)F)c1 : 90	67	71	118	84	25	8.6*	72	39

(more compounds)
SMILES	SK-OV-3	OVCAR-4	NCI/ADR-RES	OVCAR-5	OVCAR-8	OVCAR-3	NCI-H522	NCI-H23	IGROV1
CCN1CCN(c2nc(O)c(/C=C3\C=Nc4cc(Cl)ccc43)s2)CC1	113	99	99	103	106	101	82	95	114
O=C(Nc1ccc([N+](=O)[O-])cc1)OCC#CC#CCOC(=O)Nc1ccc([N+](=O)[O-])cc1	71	57	56	72	84	79	32	44	64
COc1ccc(CCn2cncc2-c2c[nH]c3ccccc23)cc1	88	79	88	90	93	88	84	82	56
C[C@]12CCC(=O)C=C1CCC1C2[C@@H](O)C[C@@]2(C)C1CC[C@]2(O)C(=O)COC(=O)CCC(=O)O (some centres undefined)	89	102	96	99	96	123	107	106	94
COc1cc(CC(CC(=O)c2ccc3c(c2)OCO3)(C(=O)O)C(=O)O)cc(OC)c1OC	101	130	95	102	x	104	76	98	108
O=C(O)C(C(=O)O)c1ccccc1	95	93	92	88	97	98	99	90	96
COc1cc(C(=O)c2cc(C)c3[nH]c4ccc(C)cc4c3c2C)cc(OC)c1OC	37	53	-2.7*	42	29	-16*	20	17	13
O=C(CN1C(=O)S/C(=C\c2ccc(F)cc2)C1=O)Nc1ncc(Cc2ccccc2Cl)s1	104	107	103	107	98	114	93	100	104
O=c1c2ccccc2nc2n1Cc1nc3ccccc3c(=O)n1C2	110&112	108&95	105&102	102&101	110&112	112&93	93&90	100&92	106&88
CCOc1c(C#N)c(=Nc2ccc(S(N)(=O)=O)cc2)c(C#N)c2n1CC(c1ccccc1)=NN2	93	106	98	101	92	109	89	90	84

Molecules from the list above with a thiophene ring, fused or not, in the order listed:
SMILES	SK-OV-3	OVCAR-4	NCI/ADR-RES	OVCAR-5	OVCAR-8	OVCAR-3	NCI-H522	NCI-H23	IGROV1
N#C/C(=C\c1cccc(Cl)c1Cl)C(=O)Nc1sc2c(c1C#N)CCCC2	101	97	100	103	98	x	86	100	98
CCN1CCN(C2=C(N3CCN(CC)CC3)c3c(sc4c(F)cccc34)C(c3cccc([N+](=O)[O-])c3)N2)CC1 (centres undefined)	98	104	98	104	104	102	101	96	84

Remaining list, next part:
SMILES	SK-OV-3	OVCAR-4	NCI/ADR-RES	OVCAR-5	OVCAR-8	OVCAR-3	NCI-H522	NCI-H23	IGROV1
O=C(NCCCl)Nc1nccnc1OCc1ccc(F)cc1	93	104	104	97	101	117	78	97	107
COc1cc2c(cc1OC)CN(CCCOc1cc(O)c3c(=O)cc(-c4ccccc4)oc3c1)CC2	92	108	88	142	95	118	77	88	110
c1coc2occoc=2o1	100	x	107	101	107	103	92	104	109
COc1cc2c(cc1NC(=O)C(F)(F)F)-c1ccc(NC(=O)C(F)(F)F)cc1C2	55	x	93	99	97	108	99	87	103
O=C1C2Nc3ccccc3N=C2OC1c1cccc([N+](=O)[O-])c1 (centres undefined)	101	104	98	103	97	107	98	99	99
CC(C)N1CN2C(=O)N3CN(C(C)C)CN4C(=S)N(C1)C2C34 (centres undefined)	105	102	105	105	111	99	95	99	93
O=C1Nc2ccccc2C12NN=C1Oc3ccccc3C12 (centres undefined)	118	101	99	106	100	105	98	x	106
Cc1cccc(C(O)C(O)c2cccc(C)n2)n1 (centres undefined)	110	114	112	105	91	110	91	99	115
O=C(/C=C/c1ccc2c(c1)OCO2)C1CC1	105	107	112	103	108	111	116	108	127
COc1cc(NCC(=O)Nc2cc(Nc3ccc(C(F)(F)F)cc3)ncn2)c(Cl)c(OC)c1Cl	92	92	93	92	97	96	89	91	82
CC(=O)CC(C)(C)c1ccccc1	109&122	120&104	109&103	108&96	97&103	118&111	107&86	102&99	118&119
CC(/C=N/NC(=O)c1cnccn1)=N/NC(=O)c1cnccn1	104	101	100	105	110	116	121	108	81
CC(C)(C(N)=O)c1ccccc1	120&105&106	96&103&110	100&105&98	109&100	138&97&109	113&107&110	67&103&103	106&102&105	108&104
COc1cc(/C=N/O)nc(-c2ccccn2)c1	29	22	4.4*	45	18	18	7.8*	20	19
COc1ccc(C(C#N)CC(=O)c2ccc3c(c2)OCO3)cc1OC (centres undefined)	103	115	100	107	94	119	95	103	107
COc1ccc2sc(NC(=O)CCCCCCNC(=O)C(O)(O)C(F)(F)F)nc2c1	-27*	28	5.2*	-0.6*	2.5*	-24*	-43*	1.7*	0.2*
CC[C@H](Nc1ncnc2nc[nH]c12)c1nc2cccc(CC(=O)c3ccc(C(=O)OC)cc3)c2c(=O)n1-c1ccccc1	100	100	97	98	84	95	78	100	95
O=C(Nc1ccc(O)c(C(=O)O)c1)Oc1ccccc1	98	94	100	85	105	107	78	95	92
CN(C)C(=S)N/N=C\C=N/NC(=S)N(C)C	50	-36*	51	95	x	9.9*	1.5*	63	-59*
Cn1c(O)c(N=NC(=O)c2cc3ccccc3[nH]2)c2ccccc21	105	100	98	106	98	100	83	85	76

Six compounds from above, showing only NCI-H23 and NCI/ADR-RES:
smiles | NCI-H23 | NCI/ADR-RES
O=C(O)C(C(=O)O)c1ccccc1 | 90 | 92
COc1cc(C(=O)c2cc(C)c3[nH]c4ccc(C)cc4c3c2C)cc(OC)c1OC | 17 | -2.7*
O=C(CN1C(=O)S/C(=C\c2ccc(F)cc2)C1=O)Nc1ncc(Cc2ccccc2Cl)s1 | 100 | 103
O=c1c2ccccc2nc2n1Cc1nc3ccccc3c(=O)n1C2 | 100&92 | 105&102
CCOc1c(C#N)c(=Nc2ccc(S(N)(=O)=O)cc2)c(C#N)c2n1CC(c1ccccc1)=NN2 | 90 | 98
O=C(NCCCl)Nc1nccnc1OCc1ccc(F)cc1 | 97 | 104

(list continues)
SMILES	SK-OV-3	OVCAR-4	NCI/ADR-RES	OVCAR-5	OVCAR-8	OVCAR-3	NCI-H522	NCI-H23	IGROV1
Cc1nnc2nc(N)[nH]n2c1=O	112	99	100	117	99	104	93	103	103
Cc1ccc(N2CCN(CSc3ccccc3)CC2)cc1	106	104	97	94	105	103	91	96	86
O=C(O)c1ncc(Cl)cc1Cl	105	101	96	100	87	103	128	98	107
COc1cc(C2C3CCCN3C3(C(=O)Nc4ccccc43)C2C(=O)c2ccc(Br)cc2)cc(OC)c1OC (centres undefined)	86	90	91	90	90	93	75	92	93
O=c1[nH]c(=O)n(C2CC(O)C(CO)O2)cc1Cl (centres undefined)	91&94	85&81	88&76	106&81	98&95	99&101	64&77	93&82	81&103
CC(C)C[C@H](NC(=O)CNC(=O)C[C@H]1O[C@@H]2OC3(C)CC[C@H]4[C@H](C)CC[C@@H]([C@H]1C)[C@@]24O3)B(O)O	26	19	93	-33*	4.2*	-33*	-74*	-37*	11
Cc1cc(C)c2c(N)nn(C(=O)c3ccc(Cl)cc3)c2n1	88	104	106	99	104	106	93	106	x
COc1cc(-c2csc(NC(=O)c3ccccc3CN3C(=O)c4ccccc4C3=O)n2)cc(OC)c1OC	109	112	100	90	109	105	88	95	100
C=CCN1C(=O)/C(=C/c2cccc(C(F)(F)F)c2)SC1=Nc1ccc(Cl)c(Cl)c1	x	83	100	100	97	100	78	85	84
O=C(O)C1=NN(c2cc(Cl)c(S(=O)(=O)O)cc2Cl)C(=O)C1	111	119	111	102	90	119	100	117	105

Retrieved by compound from the list above, 6 records:
SMILES	SK-OV-3	OVCAR-4	NCI/ADR-RES	OVCAR-5	OVCAR-8	OVCAR-3	NCI-H522	NCI-H23	IGROV1
CC(C)C[C@H](NC(=O)CNC(=O)C[C@H]1O[C@@H]2OC3(C)CC[C@H]4[C@H](C)CC[C@@H]([C@H]1C)[C@@]24O3)B(O)O	26	19	93	-33*	4.2*	-33*	-74*	-37*	11
O=C(O)c1ncc(Cl)cc1Cl	105	101	96	100	87	103	128	98	107
Cc1nnc2nc(N)[nH]n2c1=O	112	99	100	117	99	104	93	103	103
COc1cc(C2C3CCCN3C3(C(=O)Nc4ccccc43)C2C(=O)c2ccc(Br)cc2)cc(OC)c1OC (centres undefined)	86	90	91	90	90	93	75	92	93
Cc1ccc(N2CCN(CSc3ccccc3)CC2)cc1	106	104	97	94	105	103	91	96	86
Cc1cc(C)c2c(N)nn(C(=O)c3ccc(Cl)cc3)c2n1	88	104	106	99	104	106	93	106	x
